Source: PubChem BioAssay
APJ antagonist – blocks the human apelin receptor APJ; P35414; CHO-K1 APJ beta-arrestin complementation, luminescence; inhibition, % at 20 µM; 0.32% of 330,000 active; AID 2521;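 active = inhibition above about 40% at 20 µM, limit read from the data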;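 also: cells challenged with 10 nM apelin-13 agonist together with compound; plate controls were apelin-13 plus DMSO wells for no effect and DMSO wells lacking apelin-13 for full effect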
Mdm2-MdmX inh – disrupts the human Mdm2-MdmX interaction | O15151+Q00987 | SaOS-2 split-luciferase Mdm2/MdmX complementation, luminescence | inhibition, % at 8 µM | 3% of 330,000 active | AID 485346;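 active = inhibition of at least 50% at 8 µM in the primary screen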
Target sequence (O15151 whole entry, looked up): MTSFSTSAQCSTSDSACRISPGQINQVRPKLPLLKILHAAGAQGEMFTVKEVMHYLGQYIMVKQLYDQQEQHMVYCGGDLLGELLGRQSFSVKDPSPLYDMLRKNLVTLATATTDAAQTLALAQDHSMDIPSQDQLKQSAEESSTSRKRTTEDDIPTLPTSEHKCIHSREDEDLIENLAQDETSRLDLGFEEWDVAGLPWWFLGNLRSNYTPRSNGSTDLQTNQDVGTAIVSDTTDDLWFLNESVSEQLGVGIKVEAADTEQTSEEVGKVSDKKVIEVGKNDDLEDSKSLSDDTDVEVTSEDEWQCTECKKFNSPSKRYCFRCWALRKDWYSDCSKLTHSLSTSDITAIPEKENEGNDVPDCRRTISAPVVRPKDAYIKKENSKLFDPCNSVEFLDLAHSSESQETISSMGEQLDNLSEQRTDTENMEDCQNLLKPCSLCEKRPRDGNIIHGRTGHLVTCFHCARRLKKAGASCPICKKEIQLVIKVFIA
Target sequence (Q00987 whole entry, looked up): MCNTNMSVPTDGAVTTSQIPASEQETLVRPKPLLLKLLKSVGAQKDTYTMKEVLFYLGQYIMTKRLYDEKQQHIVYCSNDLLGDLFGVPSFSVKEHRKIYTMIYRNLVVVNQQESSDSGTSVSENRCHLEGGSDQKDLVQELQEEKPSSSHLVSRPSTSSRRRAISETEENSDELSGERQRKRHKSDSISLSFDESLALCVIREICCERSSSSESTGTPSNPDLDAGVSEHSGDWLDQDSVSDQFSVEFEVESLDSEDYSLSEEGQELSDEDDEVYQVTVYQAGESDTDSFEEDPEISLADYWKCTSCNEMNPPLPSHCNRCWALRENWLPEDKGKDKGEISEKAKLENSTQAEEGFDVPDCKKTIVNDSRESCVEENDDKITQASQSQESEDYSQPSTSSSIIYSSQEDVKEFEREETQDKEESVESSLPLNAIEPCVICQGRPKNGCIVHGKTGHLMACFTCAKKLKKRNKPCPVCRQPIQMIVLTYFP
697 NFkB inh – inhibitors of the PMA/ionomycin-induced NF-kB reporter in 697 B cells; 0.33% of 330,000 active; inhibition, % at 4 µM; AID 435022; 697 B-cell NF-kB luciferase reporter, 16 h; in the data active = inhibition above about 35%
CHOP UPR activ – apoptotic UPR (CHOP) activation; CHO-CHOP luciferase reporter, luminescence; percent of tunicamycin response over DMSO baseline; 0.34% of 330,000 active; activation, % at 10 µM;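 active = at 10 µM dose, activation of 40% or more, normalized to positive control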;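 also: 100% = tunicamycin at 10 µg/mL and 0% = DMSO alone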
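Test system: CHO-CHOP cells, stable luciferase reporter of PERK-eIF2a-CHOP signalling | Quantity: 500 CHO-CHOP cells per well | Buffer or medium: F12 plus 10% serum | Compound dosing: 10 µM single point, 0.5% DMSO | Schedule: 6 h compound treatment, 37 °C | Signal: Luciferase luminescence | Control set: Tunicamycin high control, DMSO low control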
Jurkat NFkB inh – lowers PMA/ionomycin-induced NF-kB signal in Jurkat cells; PMA/ionomycin-induced NF-kB luciferase reporter, luminescence; inhibition, % at 4 µM; 0.53% of 330,000 active; in the data active = inhibition above about 50%
XBP1 UPR activ – adaptive UPR (XBP1) activation; CHO-XBP1 luciferase reporter, IRE1-XBP1 UPR activation, luminescence; percent of tunicamycin response, DMSO as zero; activation, % at 20 µM; 0.33% of 330,000 active; AID 463104;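 active = versus positive control, 20 µM dose yields 30% or more activation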;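 also: 100% = tunicamycin at 10 µg/mL and 0% = DMSO only wells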
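Material: CHO cell line with stable XBP1 luciferase reporter; schedule: 16-18 h cell attachment at 37 °C, then 6 h compound exposure; signal: glow luminescence from Steady-Glo reagent; medium: serum-containing F12 medium, 10% FBS; benchmarks: tunicamycin 10 µg/mL and vehicle-only wells; read-out: percent activation relative to tunicamycin reference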
APJ agonist – APJ receptor agonism; 0.11% of 330,000 active; P35414; CHO-K1 APJ PathHunter beta-arrestin, luminescence; 0% DMSO wells, 100% apelin; activation, % at 20 µM;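 active = activation more than six SD over the plate average, tested at 20 µM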;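 also: 0% = DMSO alone and 100% = apelin-13 at 10 nM; some results filed as inactive read as strong as hits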
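Assay system – PathHunter CHO-K1 APJ (AGTRL-1) beta-arrestin reporter cells · Compound – one dose, 20 µM compound, 1% DMSO · Timing – compound 90 min 25 °C, reagent 1 h · Measured by – luminescence from split beta-galactosidase complementation, Galacton Star/Emerald II substrate · Measure – beta-arrestin recruitment to APJ as agonist activity, luminescent signal · Benchmarks – DMSO vs Apelin-13 10 nM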
tim23-1 inh – growth inhibitors of tim23-1 mutant yeast. S. cerevisiae tim23-1 growth, BacTiter-Glo luminescence, 24 h. inhibition, % at 20 µM. 1.3% of 330,000 active;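 active = growth inhibition of the mutant yeast at or above 50%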;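 also: temperature-sensitive mutant grown at 25 °C; plate controls were DMSO-treated mutant yeast for no effect and medium wells lacking yeast for full effect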
* hit, by the source's call; x = not tested or not shown.

SMILES	APJ antagonist	Mdm2-MdmX inh	697 NFkB inh	CHOP UPR activ	Jurkat NFkB inh	XBP1 UPR activ	APJ agonist	tim23-1 inh
COc1ccc(OC)c(NC(=O)CSc2nc(=O)n(Cc3ccccn3)c3c2CCC3)c1	15	25	11	3.9	4	-3	4	21
C/C(CC(=O)Nc1ccc(N(C)C)cc1)=N\NC(=O)c1ccc([N+](=O)[O-])cc1	-20	10	-3	0.1	-9	-2	0	-7
CCSc1nnc(NC(=O)c2ccc(C)o2)s1	-8	12	-53	1.6	-13	1	4	-23
O=C(Nc1ncc(Cc2ccccc2Cl)s1)c1ccc([N+](=O)[O-])cc1	17	29	-42	3.3	9	5	2	6
O=C(O)[C@H]1CCCC[C@H]1C(=O)Nc1ccc(Nc2ccccc2)cc1	-8	-15	-34	0.3	3	-1	4	17
Cc1c(C(=O)OCC(=O)NCc2ccco2)oc2ccccc12	-7	28	13	0.0	0	0	-3	7
CC(=O)Nc1ccc(S(=O)(=O)NCc2cc(=O)n(C)c(=O)n2C)cc1	-44	14	3	0.5	5	-2	7	-11
O=C(CCS(=O)(=O)c1ccc(Br)cc1)N1CCN(Cc2ccccc2)CC1	15	3	4	1.4	9	-5	-1	12
O=Cc1cc([N+](=O)[O-])ccc1N1CCOCC1	-1	0	-18	-0.5	29	-1	1	19
O=C(Nc1ccc(Br)cc1Cl)NC1CC1	18	34	-1	0.6	19	0	-1	6
O=C1c2ccccc2C(=O)N1CCCCN(C(=O)c1cccc([N+](=O)[O-])c1)c1ccc(Cl)cc1	17	27	7	0.1	-11	4	-2	26
CCN1CCN(S(=O)(=O)c2ccc(S(=O)(=O)NC3CC3)cc2)CC1	7	18	5	1.6	-1	3	0	0
CCOc1cc(/C=C2\C(=N)N3N=C(S(C)(=O)=O)SC3=NC2=O)ccc1OCCOc1cccc(OC)c1	28	-13	17	-1.4	13	-4	-4	17
CC(C)CC(=O)NNC(=S)Nc1ccc(S(N)(=O)=O)cc1	38	36	5	0.0	20	-1	-6	2
O=C1N=C(N2CCN(c3ccccc3)CC2)S/C1=C\c1cn[nH]c1-c1ccccc1	11	12	27	0.4	11	-1	3	-14
O=S(=O)(Nc1ccccn1)c1ccc(Br)cc1	4	-11	6	-0.2	10	0	-2	12
COc1ccc(/C=N/NC(=O)C(=O)N2CCN(c3ccccc3OC)CC2)cc1	5	-14	-16	-1.8	7	2	-1	-3
COC(=O)C1CCN(Cc2ccc(OCCCN3CCN(c4ccc([N+](=O)[O-])cc4)CC3)cc2)CC1	-6	34	-13	0.5	22	0	2	-260
CCN1C(=O)/C(=C\N(C(C)=O)c2ccccc2)OC1=S	8	10	6	3.8	-1	2	2	70*
Cc1ccc(/C=N/N=C2/NC(=O)C(CC(=O)Nc3ccccc3)S2)o1 (stereo not given)	-5	-2	5	-2.5	3	-2	-1	-4
CCOC(=O)c1ccc(-c2c(C(=O)OCC)oc3cc(O)c(CC)cc3c2=O)o1	-4	0	-5	-0.9	-4	0	-1	13
CCCCCN1CC(O)=C(c2nc3ccccc3[nH]2)C1=N	7	13	-12	4.1	-40	0	-7	-10
COc1cccc(-c2noc(Cn3nc(C)c([N+](=O)[O-])c3C)n2)c1	-6	-46	-68	-0.8	-20	-1	0	11
C=CCNC(=O)C1CC(=O)N(c2ccc(OCC(=O)Nc3ccc(OC)cc3)cc2)C1 (stereo not given)	4	-2	8	-0.7	0	-1	-1	8
O=S(=O)(NNc1ccc(F)cc1F)c1cccc(Cl)c1	7	33	-26	1.1	21	-3	2	8
CCOC(=O)/C=C/[C@H]1CCc2cccc(Cl)c2O1	-11	15	1	-1.3	2	-1	-4	19
COc1ccc(NC(=O)CCC(=O)c2cccs2)cc1S(=O)(=O)Nc1ccc(Cl)cc1	8	19	-22	2.8	11	0	1	-3
CCOCCCNC(=O)c1ccc(OC)cc1	10	0	-5	1.9	-7	1	0	8
O=C(CCCNS(=O)(=O)c1cccs1)N1CCc2ccccc2C1	22	-19	6	3.5	12	2	-1	5
Cc1nnc2c3ccccc3c(-c3ccccc3)nn12	20	64*	43*	-1.2	-7	5	-3	29
O=C(CSc1nc2c(c(=O)[nH]1)CCC2)Nc1cccc(Cl)c1	-2	25	11	0.0	-2	-3	-1	5
O=C(O)CN(c1cccc(C(F)(F)F)c1)S(=O)(=O)c1ccccc1	14	-8	19	-1.5	-1	3	-2	6
CCC1CCCCN1Cc1cc(OC)c(O)c([N+](=O)[O-])c1 (stereo not given)	13	16	6	-1.2	-2	-2	-4	-1
Cc1c(C(=O)N2CCOCC2)c(S(=O)(=O)Nc2ccccc2)c(C)n1C	8	17	-11	4.4	6	-7	-1	18
N/N=C1\CCCc2nonc21	20	14	3	0.2	9	3	-3	2
CC1C(=O)N2CCCc3cc(NC(=O)C(=O)NCCN4CCOCC4)cc1c32 (stereo not given)	19	-7	25	-0.2	2	-1	-1	-1
COC(=O)CCCNC(=O)c1ccccn1	-23	0	9	-0.9	2	-1	-1	-9
CCN(Cc1ccccc1)C(=O)COC(=O)CNC(=O)c1ccc(C)s1	-14	21	14	-1.4	-12	-3	-4	9
O=C(NNS(=O)(=O)c1ccc([N+](=O)[O-])cc1)c1ccncc1	-13	-15	14	0.1	8	2	5	9
CS(=O)(=O)N(CC(=O)N1CCCC1)c1cc(Cl)ccc1Cl	11	-11	-9	3.2	-1	-3	-1	-3
C=CCc1cc(/C=N\NC(=O)CSc2nnc(CCCc3ccc(OC)c(C)c3)o2)cc(OC)c1O	4	-6	-21	1.0	0	-3	1	10
CCC(=O)Nc1ccc(C(=O)NNC(=O)c2cccc(C)c2)cc1	-1	-4	-2	-1.1	-12	-3	-1	6
O=C(c1ccc(NC(=S)NCc2ccco2)cc1)N1CCCCC1	6	1	10	-0.9	-15	3	4	16
Nc1c(C(=O)NC2CCCC2)c2nc3ccccc3nc2n1N	-15	25	-7	1.8	-7	0	9	-2
COc1ccc(-n2cc(CN3CCC(OC)CC3)c(-c3cccc(F)c3)n2)cc1	1	0	3	-1.6	-12	-4	-4	10
CSc1ccc(CN(C)CCc2ccccn2)cc1	-6	7	5	-1.4	-32	-5	-1	-12
COc1ccc(C(CC(=O)NCCN2CCOCC2)NS(=O)(=O)c2ccc(C)cc2)cc1 (stereo not given)	-25	-13	13	0.5	5	0	-5	-11
C=CCNC(=S)N/N=C1\CCS(=O)(=O)c2ccccc21	4	9	-11	-0.4	1	-4	1	-4
O=C(O)/C=C/C(=O)Nc1nccs1	14	3	6	0.0	10	-6	-1	14
COc1ccc(NC2CCCN(C(=O)c3cc(C)nc4cc(F)ccc34)C2)cc1 (stereo not given)	15	3	-5	0.3	-12	-5	-2	14
O=C1CCC(C(=O)NCc2ccccc2)N1 (stereo not given)	10	-10	-6	0.7	5	-3	-1	-6
CCN(CC)C(=O)[C@H]1C[C@H](CC(=O)NCCCn2ccnc2)C(=O)N2CCc3c([nH]c4cc(-c5ccco5)ccc34)[C@]12C	x	6	-12	1.3	x	1	x	16
c1ccc(CN2CCN(CCCNc3ccc4nnc(-c5ccccc5)n4n3)CC2)cc1	1	16	-22	-0.8	1	1	-3	-13
COC(=O)/C(=N\OCc1ccc(C#N)cc1)c1c(C)nn(C)c1C	-10	5	-27	-0.9	1	-1	0	7
NC(=O)C(c1ncc(C(F)(F)F)cc1Cl)c1c(Cl)cccc1Cl (stereo not given)	5	12	-12	0.6	12	1	-4	4
COc1ccc(CCNC(=O)COC(=O)C2COc3ccccc3O2)cc1 (stereo not given)	-4	-13	15	-0.7	5	-3	-3	12
COC(=O)c1ccc(NC(=O)CCN2C(=O)C3C4CCC(C4)C3C2=O)cc1 (stereo not given)	-14	-6	16	1.6	4	-3	2	16
C=CCN1C(=O)[C@H]2CCC=C[C@H]2[C@@H]1c1cccc(C)c1	x	19	-4	22	x	-1	x	6
Cc1ccc(N(C)C(=O)c2ccc3c(Cl)c4c(nc3c2)CCC4)cc1C	25	-3	-10	4.7	-9	7	-3	55*
CC1(C)CN(c2ccccc2)N(C(=O)c2ccc(F)cc2)C1=O	-19	-3	13	-1.1	14	0	3	39

Part of the list above in order of molecular weight, descending:
SMILES	APJ antagonist	Mdm2-MdmX inh	697 NFkB inh	CHOP UPR activ	Jurkat NFkB inh	XBP1 UPR activ	APJ agonist	tim23-1 inh
CCN(CC)C(=O)[C@H]1C[C@H](CC(=O)NCCCn2ccnc2)C(=O)N2CCc3c([nH]c4cc(-c5ccco5)ccc34)[C@]12C	x	6	-12	1.3	x	1	x	16
C=CCc1cc(/C=N\NC(=O)CSc2nnc(CCCc3ccc(OC)c(C)c3)o2)cc(OC)c1O	4	-6	-21	1.0	0	-3	1	10
COc1ccc(C(CC(=O)NCCN2CCOCC2)NS(=O)(=O)c2ccc(C)cc2)cc1 (stereo not given)	-25	-13	13	0.5	5	0	-5	-11
c1ccc(CN2CCN(CCCNc3ccc4nnc(-c5ccccc5)n4n3)CC2)cc1	1	16	-22	-0.8	1	1	-3	-13
C=CCNC(=S)N/N=C1\CCS(=O)(=O)c2ccccc21	4	9	-11	-0.4	1	-4	1	-4
O=C1CCC(C(=O)NCc2ccccc2)N1 (stereo not given)	10	-10	-6	0.7	5	-3	-1	-6

The listing continues:
SMILES	APJ antagonist	Mdm2-MdmX inh	697 NFkB inh	CHOP UPR activ	Jurkat NFkB inh	XBP1 UPR activ	APJ agonist	tim23-1 inh
CC(C)NC(=O)NC(=O)COc1ncnc2sccc12	11	14	4	-0.9	-7	-1	1	7
Cc1[nH]c2ccc(F)cc2c1CCN(Cc1cccnc1)C(=S)Nc1ccccc1	-16	37	10	-0.5	-10	-2	-3	14
O=S(=O)(Nc1ncccn1)c1ccc(NC(=S)NCCc2ccccc2)cc1	-15	-4	5	-1.6	0	0	-2	8
Cc1ccc2cc(CN(CC3CCCO3)C(=S)Nc3ccccc3)c(=O)[nH]c2c1C (stereo not given)	-29	85*	-129	1.2	37	-1	1	33
Cn1c(SCc2ccccc2Cl)nc2ccccc21	11	-163	-123	4.8	-115	5	-4	21
COCCCNC(=O)CN1C(=O)COc2ccc(S(=O)(=O)N3CCOCC3)cc21	10	-12	-7	1.0	19	-4	-2	2
CCCN(CC(=O)Nc1ccccc1C)C(=O)c1ccc(S(=O)(=O)N2CCCC2)cc1	18	-19	18	-1.3	-9	0	-4	20
Cc1ccc(CNC(=O)CN(C(=O)C2(C)CC(=O)N=C3C=CC=CN32)c2cc(C)ccc2C)cc1 (stereo not given)	4	6	-1	1.1	-17	-8	-1	-1
O=C(N/N=C/c1ccccc1)C(O)c1ccccc1 (stereo not given)	9	18	14	-0.4	3	2	2	-3
CNCc1ccccc1Sc1ccc(OC)c(OC)c1	4	30	15	-2.8	-10	-4	-3	9
O=C(CCNC(=O)N1CC(=O)Nc2ccccc21)NCCc1cccc(F)c1	9	-5	-4	0.5	-14	-2	-8	-10
O=C(Nc1cccc(C(F)(F)F)c1)c1cc[n+]([O-])cc1	-2	-28	-2	1.1	-9	-2	0	12
O=C(COC(=O)CN1C(=O)C2CCCCC2C1=O)NNC(=O)c1ccc(Cl)cc1 (stereo not given)	19	14	20	-1.4	15	0	14	-25
NC(=O)c1c(N)sc2c1CCC2	-39	-12	-3	-1.7	-3	-3	-2	22
O=C(CSCc1ccc(F)cc1)N1CCN(c2ccccc2)CC1	10	-30	-13	4.6	-18	1	-4	21
O=S(=O)(c1ccc(Oc2ccc(Br)cc2F)nc1)N1CCCCC1	12	6	2	-0.1	0	1	-1	24
COc1ccc(/C=C/C(=O)NCCCc2ccccc2)cc1OC	6	26	17	-1.3	-11	-2	-2	15
